Avidin fluor – green autofluorescence of compounds with avidin beads – biophysical, 488/530 nm, flow cytometry, artefact control, profiling panel. compound fluorescence 488/530 nm; active compounds read high. fluorescence (KMESF) at 10 µM. 220,000 compounds, 0.38% hits. AID 1775, 2009; in the data active = fluorescence above about 47; note: inactives centre near 10
HRas wt GTP bind – modulators of GTP binding to HRas wildtype, primary screen, biochemical, bead-based flow cytometry, multiplex. GTPase HRas (Homo sapiens), P01112. GST-Ras wt beads, Bodipy-FL-GTP binding; actives lie on both sides. GTP binding activity, % at 10 µM. 190,000 compounds, 0.14% hits;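 active = GTP binding activity at least 20% away from the 100% baseline, either lowered as inhibitor or raised as activator; inconclusive = flagged as likely green fluorescent, judged across all proteins in the well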;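 note: 0% = unlabeled GTP competition control and 100% = no-compound control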
Target sequence (P01112 whole entry, looked up): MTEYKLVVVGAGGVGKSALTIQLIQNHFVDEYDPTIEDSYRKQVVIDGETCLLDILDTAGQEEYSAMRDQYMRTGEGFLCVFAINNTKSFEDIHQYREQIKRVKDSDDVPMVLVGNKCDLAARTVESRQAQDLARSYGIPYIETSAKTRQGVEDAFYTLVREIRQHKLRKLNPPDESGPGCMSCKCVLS
Mcl1 Noxa PPI – Mcl-1/Noxa binding inhibitors, primary screen, biochemical, TR-FRET, 1536-well; Induced myeloid leukemia cell differentiation protein Mcl-1 (Homo sapiens), Q07820; TR-FRET Mcl-1/Noxa peptide binding, 2 h; inhibition, % at 21.7 µM; 220,000 compounds, 1.5% hits; AID 1022, 2008;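 active = compounds that cut the protein-peptide binding signal by more than 50% relative to plate controls in a single-dose test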;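 note: His-tagged Mcl-1 with rhodamine Noxa BH3 peptide and terbium anti-His antibody; 0% = Mcl-1 plus Noxa peptide wells and 100% = peptide-only wells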
Target sequence (Q07820 whole entry, looked up): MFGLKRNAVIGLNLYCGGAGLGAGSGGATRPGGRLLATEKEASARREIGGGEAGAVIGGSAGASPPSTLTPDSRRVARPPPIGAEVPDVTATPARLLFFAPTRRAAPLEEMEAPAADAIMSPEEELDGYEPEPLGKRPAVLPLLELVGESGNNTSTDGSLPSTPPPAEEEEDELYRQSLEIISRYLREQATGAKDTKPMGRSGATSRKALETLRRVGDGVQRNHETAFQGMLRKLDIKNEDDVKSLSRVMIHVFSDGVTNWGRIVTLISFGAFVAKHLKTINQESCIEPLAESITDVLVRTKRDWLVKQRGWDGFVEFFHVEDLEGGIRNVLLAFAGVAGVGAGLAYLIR
Rab7 wt GTP bind – modulators of GTP binding to Rab7, primary screen, biochemical, wildtype, multiplex bead flow cytometry | Rab7 GTPase wild type (dog), Bodipy-FL-GTP binding | GST-Rab7 beads, fluorescent GTP binding; actives lie on both sides; untreated = 100%, excess cold GTP = 0% | GTP binding activity (percent of control), % at 10 µM | 190,000 compounds, 0.055% hits | AID 758, 2007;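 active = fluorescent GTP binding to Rab7 beads changed by at least 20 points from the 100% baseline, either direction, mostly lower; inconclusive = compound itself probably fluorescent, or too few beads counted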;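 note: median green fluorescence of bound Bodipy-FL-GTP per Rab7 bead population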
Cdc42 wt GTP – modulators of GTP binding to wildtype Cdc42, primary screen, biochemical, multiplex bead flow cytometry, Bodipy-GTP; Cell division control protein 42 homolog (Homo sapiens), P60953; GST-Cdc42 beads; actives lie on both sides; percent activity (GTP binding), % at 10 µM; 190,000 compounds, 0.2% hits;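 active = percent activity GTP binding at least 20 points away from the 100% baseline, either down as inhibitor or up as activator; inconclusive = compound flagged as likely green fluorescent from well-wide comparison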;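 note: median bead fluorescence of bound Bodipy-FL-GTP at 100 nM; 0% = excess unlabeled GTP control and 100% = no compound control; below 100% means less GTP binding so inhibitor and above means activator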
Target sequence (P60953 whole entry, looked up): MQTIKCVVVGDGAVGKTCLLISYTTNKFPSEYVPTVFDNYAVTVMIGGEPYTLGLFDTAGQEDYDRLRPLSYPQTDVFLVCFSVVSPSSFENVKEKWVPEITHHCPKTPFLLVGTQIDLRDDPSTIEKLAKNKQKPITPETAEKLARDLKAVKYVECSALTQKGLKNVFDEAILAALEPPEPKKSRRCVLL
Pf gamet viab – late stage P. falciparum gametocyte viability inhibitors, primary screen, ATP luminescence, HTS; P. falciparum stage V gametocytes, 24 h; inhibition, % at 10.9 µM; 150,000 compounds, 0.065% hits;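 active = inhibition above the mean plus 3 SD of compounds within the control limits, set per campaign, cut at about 38% in these data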;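 note: 0% = DMSO wells and 100% = medium only without gametocytes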
Rab2A wt mod – modulators of GTP binding to Rab2A wildtype, primary screen, biochemical, dog, bead-based flow cytometry, multiplex; Ras-related protein Rab-2A (Canis lupus familiaris), P61105; GST-Rab2 wt beads, Bodipy-GTP binding; GTP binding activity, % at 10 µM; 190,000 compounds, 0.19% hits; AID 760, 2007;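 active = GTP binding activity at least 20 points away from 100%, either lowered or raised; inconclusive = signal likely due to the compound's own green fluorescence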;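 note: 0% = beads with excess unlabeled GTP and 100% = no-compound control corrected for plate trend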
Rac1 act GTP bind – GTP binding modulators of activated mutant Rac1, primary screen, biochemical, bead-based flow cytometry, multiplex, fluorescent GTP | 190,000 compounds, 0.11% hits | AID 764, 2007 | percent activity (GTP binding), % at 10 µM | Ras-related C3 botulinum toxin substrate 1 (Homo sapiens), P63000 | GST-Rac1 activated beads; actives lie on both sides; 100% means binding = to untreated wells;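 active = GTP binding at least 20 percentage points away from the 100% baseline, in either direction, so actives lie on both sides; inconclusive = Compound likely fluorescent itself, or too few beads counted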
Rac1 wt GTP bind – wildtype Rac1 GTP binding modulators, primary screen, biochemical, GST-Rac1 beads, flow cytometry, multiplex; fluorescent GTP binding; actives lie on both sides; 0 = cold GTP competed, 100 = untreated; 190,000 compounds, 0.27% hits; AID 757, 2007; Ras-related C3 botulinum toxin substrate 1 (Homo sapiens), P63000; GTP binding activity (% of control), % at 10 µM;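 active = GTP binding activity at least 20 points away from the 100% control level, either lower or higher; inconclusive = compound flagged as likely green fluorescent, judged across all proteins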
GSH bead fluor – compound fluorescence on glutathione beads, profiling panel, artefact control, biophysical, 488/530 nm, flow cytometry. GSH beads flow cytometry, compound fluorescence 488/530 nm; active compounds read high. fluorescence (KMESF) at 10 µM. 190,000 compounds, 0.25% hits. AID 1776, 2009; in the data active = fluorescence above about 89;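 note: glutathione beads carrying GST-tagged Bcl family fusion proteins plus one bare bead set; values are compound well signal with DMSO vehicle wells as background; inactives centre near 16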
Mcl1-Bid inh – Mcl-1/Bid binding inhibitors, primary screen, biochemical, TR-FRET, 1536-well. TR-FRET Mcl-1/Bid-Dy647 peptide binding. inhibition, % at 21.7 µM. 220,000 compounds, 0.97% hits;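 active = compounds that cut the binding signal by more than half at the single screening dose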;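 note: His-tagged Mcl-1 with europium anti-His antibody binding Bid BH3 peptide; 0% = Mcl-1 plus peptide wells and 100% = peptide-only wells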
Starred values were filed as active, the others as inactive; ? = inconclusive; . = not tested or not shown. Random draw from the library (roughly 3% active in at least one column).

SMILES	Avidin fluor	HRas wt GTP bind	Mcl1 Noxa PPI	Rab7 wt GTP bind	Cdc42 wt GTP	Pf gamet viab	Rab2A wt mod	Rac1 act GTP bind	Rac1 wt GTP bind	GSH bead fluor	Mcl1-Bid inh
CCOC(=O)c1cccnc1SCC(=O)NCc1ccccc1	14	98	5	94	96	.	98	94	94	13	7
COCc1[nH]nc2c1C(c1c(F)cccc1Cl)C(C#N)=C(N)O2 (centres undefined)	10	97	12	94	98	10	97	94	99	55	-69
CCOC(=O)CCSc1nc(C)c2cc(C)ccc2n1	8	102	7	102	103	9	101	98	102	12	-19
O=C1CCC(=O)N1c1nc2n(n1)C(c1ccccc1)C=C(c1ccc(Br)cc1)N2 (centres undefined)	20	108	-2	110	108	17	108	101	107	22	-93
CCOC(=O)c1ccccc1NS(=O)(=O)c1ccccc1	11	104	-39	104	101	-6	105	98	101	17	-5
N/C(=N\OC(=O)/C=C/c1ccccc1)c1ccc(Br)cc1	11	96	10	105	93	.	100	90	96	17	12
CCC(CC)C(=O)NCc1ccc2c(c1)cc(C)n2C	6	98	-2	99	100	20	99	98	103	23	-26
COC(=O)c1cn(-c2ccccc2)c(C)c1C(=O)OC	.	101	7	100	100	.	102	98	100	18	-5
N#CCCN(/N=C/c1cccnc1)C1=NS(=O)(=O)c2ccccc21	8	87	9	96	89	-1	87	95	85	9	-10
Cc1cccc(C(=O)NC2CCN(CC(=O)NCc3cccs3)CC2)c1	11	96	6	93	94	8	96	95	99	13	0
CC(C)N(CC(N)=O)C(=O)Cc1coc2cc3c(cc12)CCC3	21	101	-1	100	104	.	100	99	103	12	-11
CC(C)c1ccccc1NC(=S)NC1CCCCC1	9	97	5	96	95	.	96	95	96	9	-51
O=C(c1cc(-c2cccs2)on1)N1CCN(c2ccccc2)CC1	1	90	-3	93	92	.	92	90	91	55	-57
Cc1cc(C(=O)Nc2sc3c(c2C#N)CCC(C(C)(C)C)C3)no1 (centres undefined)	9	100	11	100	96	-37	97	97	97	55	-32
Cc1ccc(NC2=NC(c3ccc(C)cc3)n3c(nc(C)cc3=O)N2)cc1 (centres undefined)	18	98	8	96	98	16	96	96	96	6	-15
CCNC(=S)N1CCN(c2ncccn2)CC1	2	101	17	99	102	-14	98	99	102	10	-29
Cc1ccc(NC(=O)COC(=O)CCc2c[nH]c(=O)[nH]2)cc1	3	98	5	97	98	-8	97	96	98	31	-28
COc1ccc(CC(=O)NC(C)c2nnc(SCC(=O)Nc3cc(C)ccc3OC)n2C)cc1 (centres undefined)	5	103	15	104	104	.	106	99	100	11	-32
O=C(NC1CCS(=O)(=O)C1)/C(=C/c1ccc(Cl)cc1)NC(=O)c1ccccc1 (centres undefined)	7	99	0	103	99	13	98	98	105	9	1
COc1ccc(CCNS(=O)(=O)c2ccc3c(c2)CC(C)N3C(C)=O)cc1OC (centres undefined)	9	100	21	100	99	.	101	99	106	13	-21
CC1CCCCN1Cc1nc2ccccc2c(=O)[nH]1 (centres undefined)	13	97	20	98	92	.	94	95	96	19	5
O=C1[C@@H]2C(c3ccccc3Cl)=NO[C@@H]2C(=O)N1Cc1ccccc1	24	96	0	94	95	1	95	97	96	10	-11
CC(C)N(c1ccccc1)c1ccc(NC(=O)CCl)cc1	11	98	9	106	95	-30	98	93	100	12	-24
COC(=O)CNc1nc(-c2ccncc2)nc2ccccc12	3	96	0	94	95	.	97	99	98	17	-17
O=C(Nn1cnnc1)C1CCCN1S(=O)(=O)c1ccc(F)cc1 (centres undefined)	13	107	1	102	105	.	105	102	104	24	1
CC(C)(C)NS(=O)(=O)c1cccc(S(=O)(=O)c2cccc(S(=O)(=O)NC(C)(C)C)c2)c1	15	99	5	99	100	.	98	99	101	18	-18
COc1ccc(NC(=O)N2c3ccccc3C(C)=CC2(C)C)cc1	11	99	23	104	105	-18	99	98	97	16	-16
O=c1c2cc(Cl)ccc2nc(-c2ccccc2)n1O	11	93	-35	97	95	6	95	94	100	20	23
c1ccc(-n2nnnc2N2CCOCC2)cc1	39	98	13	100	101	17	99	98	105	19	5
CCN(CC)c1ccc(-c2nn3c(-c4n[nH]c5c4CCC5)nnc3s2)cc1	18	95	13	92	94	6	88	91	101	7	-12

Not a retest: entries from further up.
SMILES	Avidin fluor	HRas wt GTP bind	Mcl1 Noxa PPI	Rab7 wt GTP bind	Cdc42 wt GTP	Pf gamet viab	Rab2A wt mod	Rac1 act GTP bind	Rac1 wt GTP bind	GSH bead fluor	Mcl1-Bid inh
Cc1cc(C(=O)Nc2sc3c(c2C#N)CCC(C(C)(C)C)C3)no1 (centres undefined)	9	100	11	100	96	-37	97	97	97	55	-32
Cc1ccc(NC2=NC(c3ccc(C)cc3)n3c(nc(C)cc3=O)N2)cc1 (centres undefined)	18	98	8	96	98	16	96	96	96	6	-15

New compounds follow
SMILES	Avidin fluor	HRas wt GTP bind	Mcl1 Noxa PPI	Rab7 wt GTP bind	Cdc42 wt GTP	Pf gamet viab	Rab2A wt mod	Rac1 act GTP bind	Rac1 wt GTP bind	GSH bead fluor	Mcl1-Bid inh
COC(=O)Oc1ccc(/C=C/C(=O)OC(C)C)cc1OC(=O)OC	14	99	-6	102	105	.	98	99	103	12	-9
O=C(CCl)NN1C(=O)NC2(CCCCC2)C1=O	5	95	1	95	95	11	94	93	98	11	-22
COCCNC(=O)C(c1ccccc1C)N(C(=O)Cn1nnc2ccccc21)c1cccnc1 (centres undefined)	6	101	-13	94	100	.	102	101	103	14	-7
CCC(=O)Nc1c(C)cc(C)cc1Cl	4	99	0	98	98	.	98	99	101	18	-34
COc1cccc(NC(=O)N(Cc2cc3cc(C)cc(C)c3[nH]c2=O)CC2COCCO2)c1 (centres undefined)	41	99	-17	99	102	.	100	98	102	13	-6
CC(C)CNC(=O)c1c(N)n(/N=C/c2ccccn2)c2nc3ccccc3nc12	8	98	23	94	96	.	93	95	92	59	56*
CC(C)c1nn2c(=O)cc(O)nc2s1	16	99	14	96	100	1	100	100	101	13	-17
Cc1ccccc1N=C1NC(=O)CS1	5	103	-3	103	105	.	101	100	106	28	-20
COc1ccc(C(c2c(C)n(C)n(-c3ccccc3)c2=O)c2c(C)n(C)n(-c3ccccc3)c2=O)cc1O	22	?	-8	?	?	.	?	?	?	9	-28
Cc1c(Cl)cnc(NC(=O)CSc2nnc(C)n2Cc2ccccc2)c1Cl	3	98	14	96	100	.	96	98	99	17	-25
O=C1c2cnc3nc(SCc4ccc(Cl)cc4)nn3c2CC2c3ccccc3CCN12 (centres undefined)	13	98	-6	102	95	-9	97	93	102	27	9
CC(=O)N(c1ccc(Cl)cc1)c1c[nH]c2ccccc12	8	102	11	101	100	.	101	99	101	16	-46
CS(=O)(=O)Nc1ccccc1C(=O)Nc1cccc(Cl)c1	34	95	19	95	95	.	97	93	92	14	-5
COc1cc(/C=N/n2c(C)nnc2C)cc(OC)c1OC	8	100	-7	100	101	-21	101	102	100	21	-16
C=CCn1c(SCC(=O)NC2CCS(=O)(=O)C2)nc2sc(CC)cc2c1=O (centres undefined)	13	99	-3	98	96	8	99	97	95	20	-2
COc1ccccc1CNC(=O)CCNC(=O)Cn1cnc2ccccc2c1=O	13	110	-6	104	111	.	110	102	112	23	-10
CCCc1cc(=O)[nH]c(SCC(=O)c2cc(C)n(C)c2C)n1	7	98	6	95	99	.	98	95	99	50	-106
CN(CC(=O)NC1CC1)S(=O)(=O)c1ccc(F)cc1	8	101	8	98	106	2	100	99	104	12	5
CCOc1ccccc1N1CCN(C(=O)CCCc2nc3ccccc3s2)CC1	6	99	6	99	105	20	99	97	102	17	-24
CN(Cc1ccccc1)C(=O)c1ccc([N+](=O)[O-])o1	4	100	2	99	100	-5	98	101	100	10	1
CC(=O)Nc1ccc(S(=O)(=O)N2CCNC(=O)CC2)cc1	6	107	-2	105	112	.	107	106	114	9	-8
Cc1cc(Cl)c(OCCCn2ccnc2)c(Br)c1	5	105	21	107	104	-13	103	99	102	13	1
CCCNC1=CC(=O)CC(C)(C)C1	3	103	10	103	106	-5	101	102	105	12	-42
CCCCCCn1c(CN2CCCC(C)C2)nc2c1c(=O)n(C)c(=O)n2C (centres undefined)	12	104	-4	99	98	.	104	96	103	25	-22
CCNC(=S)N/N=C/c1c(C)nn(-c2cccc(Cl)c2)c1Cl	5	103	7	99	101	-6	99	99	102	8	-45
Cc1n(CC(=O)c2ccc(F)cc2)c2ccccc2[n+]1C	12	97	17	96	101	-1	99	95	98	14	-5
COc1ccc(Nc2nc3ccccc3nc2C)cc1	7	107	4	110	106	.	108	105	107	35	-27
CCNC(=S)N/N=C(\C)c1ccco1	12	99	1	103	98	-18	99	96	99	10	-36
O=[N+]([O-])c1ccccc1-n1cnc2ccccc21	13	95	22	92	95	12	94	98	97	10	-6
O=C(N1CCN(c2ccc(F)cc2)CC1)C12CC3CC(CC(C3)C1)C2	18	99	2	99	99	.	99	99	97	14	-23
O=C(Nc1nc(-c2nc3ccccc3s2)cs1)C1CC1	22	101	17	97	99	.	102	100	101	13	11
OCCC1CN(Cc2cnn(-c3ccccc3Cl)c2)CCN1Cc1ccsc1 (centres undefined)	9	100	15	103	100	23	99	97	99	11	-33
CCSc1nnc(NC(=O)c2nc(-c3ccccc3)n(-c3ccccc3)n2)s1	12	96	-26	96	96	-10	95	92	93	27	-57
CCN(CC)C(=O)C1CCC(C)(C(=O)O)C1(C)C (centres undefined)	3	97	-3	99	98	.	96	95	97	24	-4
O=C(c1cccc(Br)c1)N1CCN(C(=O)N2CCOCC2)CC1	20	98	-11	93	100	-42	99	100	104	59	-8
Cc1nc(NCCN2CCOCC2)c2nnn(Cc3ccccc3Cl)c2n1	8	100	10	97	99	23	99	98	99	46	1
COc1ccc(CCNc2cc(C)nc3c(-c4ccccc4)c(C)nn23)cc1OC	3	99	9	99	97	.	97	98	98	9	-33

High-throughput results (PubChem)
